Source: PubChem BioAssay (National Center for Advancing Translational Sciences (NCATS))
ATXN2 expr inh = ATXN2 expression inhibition. HEK-293 ATXN2-luciferase reporter, luminescence, 24 h. hit rate 0.72% among 360,000. Potency, µM (series often up to 57 µM), for the others: at the top dose activity change, negative = inhibition, most hits filed as inhibitors. AID 1745845; further: on the % scale 0 is the no-effect control and ±100 the full control effect; nearly all actives have a fitted effect of over 55% in size
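ATXN2-luciferase reporter cells (luciferase flanked by upstream and downstream ATXN2 gene portions) were treated 24 h at 37 °C with compounds at up to 57 uM. SteadyGlo luminescence gave expression; GF-AFC fluorescence gave viability.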
TGFb inhibitor = TGF-b pathway inhibition. HepG2 CAGA-GFP TGF-b/SMAD3 reporter, GFP fluorescence, 18 h; TGF-beta stimulated, 500 pg/mL final. Potency, µM (titrated, usually from 46.1 µM), inactives show at the top dose activity, negative = inhibition, actives largely listed as inhibitors. hit rate 1.2% among 410,000; further: on the % scale 0 is the no-effect control and ±100 the full control effect; nearly all actives have a fitted effect of over 65% in size
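HEPG2 CAGA-GFP cells (1000/well, DMEM with 1% FBS) were pre-incubated 2 h at 37 degrees C, given compound by pin tool, then stimulated with TGF-beta at 500 pg/mL final for 18 h before per-cell GFP fluorescence imaging.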
EPAC2 antag = antagonists of human EPAC2 | EPAC2 GEF exchange of Rap1B-BODIPY-GDP, fluorescence | AID 720708 | hit rate 0.18% among 360,000 | Potency, µM (top dose mostly 114 µM), for inactives: top-dose activity, negative = inhibition, actives largely listed as inhibitors; further: on the % scale 0 is the no-effect control and ±100 the full control effect; nearly all actives have a fitted effect of over 45% in size; many of its hits are not listed in these tables
Target sequence (Q8WZA2 whole entry, looked up): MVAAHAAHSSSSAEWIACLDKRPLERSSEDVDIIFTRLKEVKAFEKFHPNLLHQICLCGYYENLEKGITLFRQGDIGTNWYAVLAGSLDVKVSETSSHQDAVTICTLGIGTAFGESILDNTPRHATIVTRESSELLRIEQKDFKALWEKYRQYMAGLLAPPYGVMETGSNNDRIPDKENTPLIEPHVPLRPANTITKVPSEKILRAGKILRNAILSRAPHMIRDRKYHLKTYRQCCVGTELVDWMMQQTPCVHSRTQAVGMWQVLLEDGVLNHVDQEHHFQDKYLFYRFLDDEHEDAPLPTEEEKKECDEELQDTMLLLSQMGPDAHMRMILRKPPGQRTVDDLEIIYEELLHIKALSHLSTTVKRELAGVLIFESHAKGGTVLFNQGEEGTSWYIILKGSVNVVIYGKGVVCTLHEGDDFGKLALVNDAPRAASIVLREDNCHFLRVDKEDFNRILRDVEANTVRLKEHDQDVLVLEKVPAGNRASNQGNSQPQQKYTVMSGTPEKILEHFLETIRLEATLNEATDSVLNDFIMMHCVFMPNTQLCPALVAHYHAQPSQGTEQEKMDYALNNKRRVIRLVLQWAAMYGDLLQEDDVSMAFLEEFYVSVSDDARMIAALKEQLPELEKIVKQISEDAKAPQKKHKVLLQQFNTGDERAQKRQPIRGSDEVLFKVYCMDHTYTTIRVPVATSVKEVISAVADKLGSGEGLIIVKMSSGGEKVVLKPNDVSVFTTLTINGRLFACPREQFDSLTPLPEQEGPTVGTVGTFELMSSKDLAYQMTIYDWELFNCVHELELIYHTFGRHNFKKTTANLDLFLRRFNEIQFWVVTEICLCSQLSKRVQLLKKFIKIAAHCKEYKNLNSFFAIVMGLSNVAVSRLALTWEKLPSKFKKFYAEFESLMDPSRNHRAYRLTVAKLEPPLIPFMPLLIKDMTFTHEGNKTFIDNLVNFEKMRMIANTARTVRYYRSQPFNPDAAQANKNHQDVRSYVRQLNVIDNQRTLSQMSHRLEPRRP
Nrf2 block = Nrf2 pathway inhibition; A549 ARE-Fluc reporter, luciferase luminescence, 18-24 h; Potency, µM (top dose mostly 46 µM), for inactives: at the top dose activity change, negative = inhibition, hits mostly inhibitors; hit rate 2.1% among 360,000; AID 504444; further: on the % scale 0 is the no-effect control and ±100 the full control effect; nearly all actives have a fitted effect of over 60% in size
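A549 ARE_Fluc cells (5000/well, 5% FBS OPTI-MEM) pre-incubated 2 h, then treated with compounds 18-24 h at 37C/5% CO2 in concentration-response. CellTiter-Fluor viability read first; BugLite luciferase luminescence after 15 min at room temperature gives Nrf2 activity.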
MCF10A rereplic = inducers of DNA re-replication in MCF 10A breast cells; MCF 10A DNA re-replication, Hoechst nuclear intensity, 48 h; Potency, µM (highest dose often 46.1 µM), inactives show at the top dose activity, positive = re-replication, actives largely listed as activators; hit rate 2.9% among 350,000; further: % of control where 0% means no effect; nearly all actives have a fitted effect of over 50% in size
HepG2 viability = HepG2 cytotoxicity, counter-screen for TGF-b inhibitors. HepG2 CAGA-GFP viability, ATP luminescence, 18 h. Potency, µM (series often up to 46.1 µM), without a hit: top-dose activity change, negative = cytotoxicity, most hits filed as cytotoxic. hit rate 0.76% among 410,000. AID 588856; further: some results filed as inactive show a strong effect at the top dose
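CellTiter-Glo luminescence gave cytotoxicity after 18 hours at 37 degrees C. The cells were HepG2 CAGA-GFP in 1% FBS DMEM, stimulated with 500 pg/mL TGF-beta after compound addition. %Activity was normalised to no-cell wells (complete cell-killing) and DMSO (no toxicity), and curves were fitted and classified.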
S2 tox = cell viability loss in ATXN counter-screen; S2 cells (HEK-293 line with an ATXN2-luciferase reporter) viability, CellTiter-Fluor protease fluorescence, 24 h; hit rate 0.49% among 400,000; Potency, µM (titrated, usually from 56.7 µM), hits mostly cytotoxic; AID 651635; further: nearly all actives have a fitted effect of over 40% in size
Nrf2 ARE act = activates Nrf2 signaling; AREc32 ARE-luciferase reporter (MCF7-derived line), luminescence, 24 h; hit rate 0.31% among 410,000; Potency, µM (highest dose often 46.1 µM), for inactives: top-dose activation, usual class: activators; AID 624171; further: % of control where 0% means no effect; nearly all actives have a fitted effect of over 65% in size
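Steps: seed AREc32_Fluc cells (1000/well, 5% FBS OPTI-MEM); incubate overnight at 37 deg C; add 23 nL compound; incubate 24 hr; add Steady-Glo; hold 30 min RT; read luminescence.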
A549 viability = kills or reduces viability of A549 cells in Nrf2 counter-screen; A549 ARE-Fluc cells, CellTiter-Fluor viability, 18-24 h; AID 504648; Potency, µM (top dose mostly 46 µM), inactives show at the top dose activity change, negative = cytotoxicity, actives largely listed as inhibitors; hit rate 0.16% among 390,000; further: on the % scale 0 is the no-effect control and ±100 the full control effect
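A549 ARE_Fluc cells in 5% FBS OPTI-MEM were exposed to compounds in concentration-response for 18-24 h at 37 deg C. Viability was read by CellTiter-Fluor fluorescence (Ex 405/Em 525) after 30 min, before the luciferase read.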
Starred values were filed as active, the others as inactive; i = inactive; ? = inconclusive; / = no result given; [ ] = another dose, or the depositor's remark. The call rests on the fitted dose curve; in most records, active means well fitted curve in the direction sought with a large enough effect; inconclusive means small, poorly fitted or top-dose-only effect, or another doubt; inactive means no such curve, though single readings can be large; an effect the other way counts as inactive or inconclusive. Potency means the concentration at half of the fitted maximal effect. A portion of the library (hit frequency here may not be typical).

item	SMILES	ATXN2 expr inh	TGFb inhibitor	EPAC2 antag	Nrf2 block	MCF10A rereplic	HepG2 viability	S2 tox	Nrf2 ARE act	A549 viability
1	CC(C)(C)c1nnc(NC(=O)c2cccs2)s1	/	-6.7%	-7.8%	15.3%	2.0%	7.0%	i	0.0%	15.1%
2	CCCc1oc2ccc(NS(=O)(=O)c3ccc(OC)cc3)cc2c1C(=O)OCC	/	10µM*	/	/	/	-105.5%	/	-3.3%	?
3	Cc1cccc(CC2CC(=O)N(c3ccccc3)C2=O)c1 (configuration not stated)	0.8%	2.4%	7.2%	-3.5%	-2.0%	-14.5%	i	-0.2%	0.3%
4	O=C(CCNc1cccc(F)c1)c1cc2ccccc2o1	-0.1%	-19.3%	-0.5%	0.0%	?	-3.2%	i	?	-3.2%
5	CN(C)S(=O)(=O)N1CCC(c2ccc(F)cc2)C(COc2ccc3c(c2)OCO3)C1 (configuration not stated)	-10.4%	0.0%	6.5%	?	9.7%	-1.1%	i	0.6%	-11.1%
6	O=C(CSC(=S)N1CCCC1)N1CCN(S(=O)(=O)c2cccc(F)c2)CC1	6.0%	-11.9%	13.0%	18.7%	-0.7%	1.9%	i	4.6%	3.0%
7	Cc1cccc(C)c1NC(=O)CN(C)C(=O)c1ccccc1SCC(=O)N1CCCC1	4.6%	0.0%	4.0%	13.2%	0.7%	-3.4%	i	-0.8%	-9.4%
8	COc1ccc(C(=O)NNC(=O)CSc2nnnn2C)cc1	-26.1%	1.2%	1.1%	-5.3%	-9.0%	-3.1%	i	0.2%	-1.1%
9	COc1cccc(-c2cc(=O)c3cc(NC(=O)c4ccccc4)ccc3[nH]2)c1	-15.7%	?	-2.8%	-6.1%	5.8µM*	-6.6%	?	-0.6%	-0.8%
10	Cc1cccn2c(=O)nc(SCC(=O)N3CCCC3)nc12	5.0%	0.6%	3.7%	5.9%	-5.4%	-0.7%	i	-0.2%	0.4%
11	COC(=O)CCC(C)N1CCC(Oc2ccc(C(=O)N3CCCC3)cc2)CC1 (configuration not stated)	-4.0%	-0.9%	2.3%	-0.9%	1.2%	-1.7%	i	-0.1%	7.6%
12	Cc1cc(NC(=O)CSc2ncc(C(=O)Nc3ccccc3)c(=O)n2C)no1	/	-30.4%	/	/	/	-16.3%	/	0.7%	9.2%
13	C/C(=C/Cc1c(O)cc2oc(C)cc(=O)c2c1O)COC1OC(CO)C(O)C(O)C1O (configuration not stated)	9.5%	-15.0%	2.7%	1.5%	0.9%	-4.4%	i	0.0%	-3.4%
14	O=C(NC(=S)Nc1nc(-c2ccc(Cl)cc2)cs1)c1cccs1	-1.5%	-2.4%	-2.4%	17.2%	?	-111.3%	i	2.6%	0.0%
15	O=C(Nc1ccccc1C(F)(F)F)c1noc2c1CCCC2	38.8%[activator]	0.5%	/	?	/	-8.9%	i	5.1%	0.3%
16	Cc1cccc(NC(=S)N2CCC(C(=O)c3ccc(F)cc3)CC2)c1	-14.5%	0.6%	-12.6%	9.6%	?	-7.4%	i	4.9%	-1.1%
17	O=c1[nH]c(CN2CCCCC2)nc2c1C1(CCCCC1)Cc1ccccc1-2	-5.7%	0.0%	7.6%	/	9.6%	13.2%	i	0.1%	-1.7%
18	COc1ccc(CN2CCN(C(=O)c3ccco3)CC2)cc1OCc1ccccc1	-1.5%	-24.4%	-13.9%	-22.4%	26.1%	5.9%	i	2.3%	-9.2%
19	CC(=O)c1cc(-c2ccccc2)n(CC(=O)NC2CCCCCC2)c1C	/	?	/	/	/	-4.0%	/	0.2%	2.0%
20	O=C(O)c1ccccc1NCc1ccco1	/	-6.7%	8.1%	9.8%	3.6%	0.2%	i	-0.3%	8.1%
21	Clc1ccc(Nc2ccc(-n3ccnc3)nn2)cc1Cl	-14.6%	?	-3.9%	-25.5%	?	1.8%	i	3.3%	-22.8%
22	Cc1cccc(N(C(=O)c2csnn2)C(C(=O)NC2CCCCC2)c2ccncc2)c1 (configuration not stated)	-4.7%	0.6%	-14.7%	-3.7%	0.5%	-43.5%	i	2.4%	3.5%
23	COc1ccc(CNC(=O)COC(=O)CCCOc2ccc(Cl)cc2Cl)cc1OC	-19.2%	-4.7%	-8.6%	-25.7%	-11.4%	-29.4%	i	-1.2%	-1.9%
24	CSc1ncccc1C(=O)OCC(=O)NCCC1=CCCCC1	2.7%	1.0%	19.7%	14.1%	-3.2%	-4.0%	i	-0.4%	-0.3%
25	CCN(CC)CC(O)CN1c2ccccc2Sc2ccccc21 (configuration not stated)	-9.8%	0.0%	-3.6%	-28.2%	3.8%	-2.5%	i	0.3%	-16.7%

Continuation.
item	SMILES	ATXN2 expr inh	TGFb inhibitor	EPAC2 antag	Nrf2 block	MCF10A rereplic	HepG2 viability	S2 tox	Nrf2 ARE act	A549 viability
26	CCOc1cc(C)nc(NCc2ccccc2)n1	-6.0%	?	6.4%	33.7%	11.6µM*	-55.7%	i	-0.1%	-1.2%
27	COc1cccc(-n2nc(C(=O)NCC3CCCO3)c3ccccc3c2=O)c1 (configuration not stated)	3.5%	4.7%	3.5%	-2.5%	-0.1%	4.3%	i	0.2%	-3.5%
28	COc1ccccc1NC(=O)/C=C/c1cc([N+](=O)[O-])ccc1OC(F)F	3.3%	2.2%	4.7%	0.7%	-0.1%	-5.7%	i	8.1%	-1.5%
29	CCCCN(C)CCCNC(=O)c1ccc2c(c1)N(CC)C(=O)c1ccccc1S2=O (configuration not stated)	-7.0%	9.6%	-1.4%	8.2%	-1.0%	-20.6%	i	-0.8%	-1.3%
30	Cc1nc2ccc(S(=O)(=O)NC(C(=O)NCc3ccc4c(c3)OCO4)C(C)C)cc2s1 (configuration not stated)	-9.8%	2.1%	1.3%	-5.6%	-2.7%	25.4%	i	-0.3%	1.2%
31	O=C(COC(=O)Cc1c(F)cccc1Cl)NCc1ccc2c(c1)OCO2	3.4%	-2.5%	-2.1%	-16.8%	1.5%	-5.7%	i	-0.4%	7.5%
32	CCOC(=O)N1CCc2c(sc(NCc3cccc(F)c3)c2C(=O)Nc2ccccc2OCC)C1	/	?	/	/	/	-15.3%	/	5.7%	-2.2%
33	COc1ccc(-n2c(/C=C/c3cccc4ccccc34)nc3ccccc3c2=O)cc1OC	/	?	/	/	/	-43.8%	/	0.1%	-5.3%
34	O=C(Nc1ccc(S(=O)(=O)Nc2cnc3ccccc3n2)cc1)c1ccc(Cl)cc1Cl	-5.9%	?	-17.9%	?	?	3.6%	i	2.3%	-0.5%
35	CN1c2ccccc2N(C)C1c1c(O)ccc2ccccc12	-2.6%	29.6%	-0.6%	/	-23.1%	0.5%	i	0.4%	-2.0%
36	O=C(NCC(c1ccc2c(c1)OCO2)N1CCN(c2ccc(F)cc2)CC1)c1cccc([N+](=O)[O-])c1 (configuration not stated)	-33.0%	?	/	/	/	-26.3%	i	7.4%	-8.2%
37	COCCNC(=O)c1onc(CSc2ccc(Cl)cc2)c1C(=O)O	154.7%[activator]	-4.4%	8.3%	6.0%	?	-10.7%	i	0.3%	0.8%
38	Cc1cccc(C)c1Nc1nnc(SCc2cn3cccc(C)c3n2)s1	/	-16.2%	-5.3%[57.1 µM]	-23.1%	8.8%	-11.8%	?	2.5%	9.7%
39	CCCC1(C(=O)OC)NC(c2cccc(F)c2)C2C(=O)N(CC)C(=O)C21 (configuration not stated)	-3.3%	?	-2.9%	?	1.2%	-8.9%	i	-0.3%	-4.4%
40	NC(N)=Nc1nc(C2COc3ccccc3O2)cs1 (configuration not stated)	34.3%[activator]	0.3%	-11.8%	?	7.3%	0.0%	i	2.1%	0.1%
41	COCCn1c(SCC(=O)Nc2ccc(NC(=O)c3ccco3)c(OC)c2)nc2ccccc2c1=O	-18.5%	-0.3%	5.9%	?	24.4%	9.0%	i	0.3%	2.7%
42	Nc1c(-c2nc(-c3cccs3)no2)nnn1-c1ccc(Cl)cc1	/	-0.2%	/	93.8%	/	5.1%	/	8.6%	7.2%
43	COCCn1c(N)c(Sc2ccc([N+](=O)[O-])cc2)c(=O)[nH]c1=O	-12.6%	?	4.9%	-9.7%	-10.4%	-1.1%	i	-0.2%	1.2%
44	CCCOc1ccc(C(=O)Nc2ccc(NC(=O)c3ccccc3)c(C)c2)cc1	13.4%	12.2%	/	-19.3%	/	-12.9%	i	-1.0%	-2.2%
45	COC(=O)c1sccc1NC(=O)c1ccc(Cl)s1	6.7%	-21.2%	4.3%	/	15.9%	0.1%	i	?	-3.1%
46	CC(Oc1ccc2c(-c3ccccc3)cc(=O)oc2c1)C(=O)O (configuration not stated)	3.5%	-1.1%	-1.0%	9.3%	2.3%	-3.6%	i	-0.5%	8.7%
47	Cc1cccc(C(=O)NNC(=O)C2CCCO2)c1 (configuration not stated)	-31.3%	24.3%	7.4%	4.9%	-1.3%	11.3%	?	0.4%	-6.8%
48	CC(=O)c1ccc(N2CCN(S(=O)(=O)c3c(C)nc4sc(C)cn4c3=O)CC2)cc1	/	25.8%	/	-8.5%	/	-9.5%	/	0.6%	6.7%
49	CCc1ccc(-c2nc(CS(=O)CC(=O)NCCc3ccc(C)cc3)c(C)o2)cc1 (configuration not stated)	/	?	/	/	/	-34.7%	/	3.8%	-2.6%
50	Cc1cc(C)cc(NC(=O)c2oc3ccc4c(c3c2C)C(=O)CC(C)(C)O4)c1	31.6%[activator]	-2.3%	/	?	/	-32.7%	i	0.0%	2.2%
51	O=C(COCc1cc(-c2cccs2)on1)Nc1cc(C(F)(F)F)ccc1Cl	/	6.9%	/	-3.1%	/	-7.4%	/	7.4%	15.9%

Reformatted: entries from further up.
Every second line gives: ATXN2 expr inh, TGFb inhibitor, EPAC2 antag, Nrf2 block, MCF10A rereplic, HepG2 viability, S2 tox, Nrf2 ARE act, A549 viability
(45) COC(=O)c1sccc1NC(=O)c1ccc(Cl)s1
→ 6.7%, -21.2%, 4.3%, /, 15.9%, 0.1%, i, ?, -3.1%
(40) NC(N)=Nc1nc(C2COc3ccccc3O2)cs1 (configuration not stated)
→ 34.3%[activator], 0.3%, -11.8%, ?, 7.3%, 0.0%, i, 2.1%, 0.1%
(30) Cc1nc2ccc(S(=O)(=O)NC(C(=O)NCc3ccc4c(c3)OCO4)C(C)C)cc2s1 (configuration not stated)
→ -9.8%, 2.1%, 1.3%, -5.6%, -2.7%, 25.4%, i, -0.3%, 1.2%
